CHO-K1 Ca PAM: nonselective activator or artifact in parental CHO-K1 calcium assay; ATP EC20, Fluo-8 calcium fluorescence; 0% at ATP EC20, 100% at ATP max; activation, % at 3 µM; hit rate 0.02% among 360,000; AID 602247;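 active means activation above the run cutoff, the mean activation of all test compounds plus 3 SD, cut at about 40% in these data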;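 further: peak over basal fluorescence ratio in a 140 s read after ATP addition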
M1 ag parental: M1 agonist counterscreen hit in parental CHO-K1 cells. Fluo-8 calcium fluorescence; scaled to maximal ATP response, vehicle zero. activation, % at 3 µM. hit rate 0.48% among 360,000. AID 602248; in the data active means activation above about 15%;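 further: untransfected CHO-K1 host cells lacking M1 receptor as counterscreen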
CHRM1 agonist: human M1 muscarinic receptor agonism | P11229 | CHO-K1 hM1, Fluo-8 calcium fluorescence, agonist mode; 0% DMSO, 100% acetylcholine EC100 | activation, % at 3 µM | hit rate 0.33% among 360,000 | AID 588814;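 active means activation above the run's mean compound activation plus 3 SD, cut at about 16% in these data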;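 further: peak over basal fluorescence ratio within a 140 s kinetic read after compound addition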
Target sequence (P11229 whole entry, looked up): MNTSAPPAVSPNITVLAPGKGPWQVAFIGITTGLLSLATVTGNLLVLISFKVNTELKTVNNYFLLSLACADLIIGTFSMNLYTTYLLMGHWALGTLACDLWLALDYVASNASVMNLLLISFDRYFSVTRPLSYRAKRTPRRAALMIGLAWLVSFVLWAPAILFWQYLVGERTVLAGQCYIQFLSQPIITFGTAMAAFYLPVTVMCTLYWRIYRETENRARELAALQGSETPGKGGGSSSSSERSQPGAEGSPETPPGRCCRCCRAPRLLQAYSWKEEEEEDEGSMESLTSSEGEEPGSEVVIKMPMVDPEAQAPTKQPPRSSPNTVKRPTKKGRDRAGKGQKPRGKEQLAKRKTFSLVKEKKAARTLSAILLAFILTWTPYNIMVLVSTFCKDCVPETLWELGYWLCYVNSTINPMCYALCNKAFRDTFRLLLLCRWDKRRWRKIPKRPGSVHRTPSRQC
CHRM1 PAM: positive allosteric modulators of human M1 muscarinic receptor | activation, % at 3 µM | CHO-K1 hM1, Fluo-8 calcium fluorescence, ACh EC20; 0% = ACh EC20, 100% = maximal ACh | P11229 | hit rate 0.088% among 360,000; in the data active means activation above about 19%, passing the limit was not always enough
CHO parental Ca: counter-screen: ATP calcium response change in parental CHO cells. parental CHO-K1, ATP-induced calcium, Fluo-8 fluorescence. inhibition, % at 5.6 µM. hit rate 0.63% among 330,000;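 active means inhibition above that plate's mean sample inhibition plus 3 SD, cut at about 26% in these data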;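 further: 0% = ATP-challenged DMSO wells and 100% = DMSO wells without ATP; some compounds past the cut are filed as inactive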
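Material: Parental CHO cells | Reagent: ATP | Compound dosing: Single nominal dose of 5.6 µM per compound | Detection: Intracellular calcium via Fluo-8 no-wash fluorescent dye | Read-out: % inhibition of ATP-induced calcium mobilization | Benchmarks: Low control ATP plus DMSO, high control DMSO only | Replicates: Singlicate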
CHO-K1 Ca antag: nonselective inhibitor or artifact in parental CHO-K1 cells | inhibition, % at 3 µM | ATP-induced calcium, Fluo-8 fluorescence | hit rate 0.6% among 360,000;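 active means inhibition above a per-plate cutoff, the plate's mean sample inhibition plus 3 SD, cut at about 24% in these data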;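 further: 0% = DMSO plus EC80 ATP and 100% = DMSO alone without ATP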
TAAR1 antag: human TAAR1 antagonism; CHO RD-HGA16 TAAR1, Fluo-8 calcium fluorescence, antagonist; inhibition, % at 3 µM; hit rate 1.5% among 360,000;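 active means inhibition above a per-plate cutoff, the mean inhibition of test compounds on that plate plus 3 SD, cut at about 49% in these data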;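 further: 0% = DMSO plus EC80 beta-PEA response and 100% = DMSO alone without agonist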
Target sequence (Q96RJ0 whole entry, looked up): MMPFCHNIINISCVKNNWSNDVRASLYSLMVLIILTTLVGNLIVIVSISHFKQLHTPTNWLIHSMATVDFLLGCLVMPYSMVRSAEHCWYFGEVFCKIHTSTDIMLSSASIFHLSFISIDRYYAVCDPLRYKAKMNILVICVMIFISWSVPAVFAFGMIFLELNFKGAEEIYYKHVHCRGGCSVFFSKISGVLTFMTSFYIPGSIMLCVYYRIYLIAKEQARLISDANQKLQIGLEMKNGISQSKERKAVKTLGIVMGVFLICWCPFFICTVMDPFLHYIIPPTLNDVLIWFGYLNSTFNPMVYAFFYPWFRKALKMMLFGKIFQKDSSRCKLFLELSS
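Material: RD-HGA16 CHO cells with stable hTAAR1 and Gα16; Dosing: single nominal final test compound concentration of 3 µM; Schedule: seeding 17-24 h prior, 75-min 37 °C, 30-min RT dye loading; Detection: kinetic Fluo-8 calcium fluorescence measurement; Measure: % inhibition from peak post-agonist over basal fluorescence ratio; Benchmarks: vehicle and agonist controls.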
TAAR1 ag: human TAAR1 agonism; Q96RJ0; CHO RD-HGA16 TAAR1, Fluo-8 calcium fluorescence; vehicle wells 0%, saturating PEA agonist 100%; activation, % at 3 µM; hit rate 0.99% among 360,000; AID 624467;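 active means activation above the mean activation of all test compounds in the run plus 3 SD, cut at about 38% in these data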
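Test system: RD-HGA16 (CHO) cells co-expressing Gα16 and hTAAR1 | Doses: Single dose, 3 µM | Schedule: 17-24 h seeding, 75 min 37 °C dye, 30 min RT | Evaluation: % activation from peak over basal fluorescence ratio, DMSO-to-PEA scaled | Technique: Kinetic Fluo-8 calcium fluorescence | Benchmarks: Low control DMSO, high control PEA (EC100)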
M1 antag: human CHRM1 antagonism; P11229; CHO-K1 hM1, Fluo-8 calcium fluorescence, ACh EC80 antagonist; inhibition, % at 3 µM; hit rate 1.3% among 360,000;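 active means percent inhibition above its own plate's cutoff, namely the mean of that plate's compound wells plus 3 SD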;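 further: peak over basal fluorescence ratio during 140 s after agonist addition; 0% = ACh EC80 plus DMSO and 100% = DMSO alone without agonist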
* marks the source's active call; other numbers are inactive results; . = no result given.

Start of the data: the first 2 entries, ahead of the listing:
Every second line gives: CHO-K1 Ca PAM	M1 ag parental	CHRM1 agonist	CHRM1 PAM	CHO parental Ca	CHO-K1 Ca antag	TAAR1 antag	TAAR1 ag	M1 antag
> O=C(COC(=O)/C=C/c1ccc([N+](=O)[O-])cc1)NC(c1ccccc1)c1ccccc1
  15	0.2	-7	-1	-15	-9	6	1	0
> COc1cc(/C=N/NC(N)=O)ccc1OC(=O)c1ccco1
  13	0.3	0	10	-2	-15	-8	-1	-10

The whole of this part, previewed entries included:
Every second line gives: CHO-K1 Ca PAM	M1 ag parental	CHRM1 agonist	CHRM1 PAM	CHO parental Ca	CHO-K1 Ca antag	TAAR1 antag	TAAR1 ag	M1 antag
> O=C(COC(=O)/C=C/c1ccc([N+](=O)[O-])cc1)NC(c1ccccc1)c1ccccc1
  15	0.2	-7	-1	-15	-9	6	1	0
> COc1cc(/C=N/NC(N)=O)ccc1OC(=O)c1ccco1
  13	0.3	0	10	-2	-15	-8	-1	-10
> CC(C)CN(C(=O)COC(=O)CSc1ccccc1F)c1c(N)n(Cc2ccccc2)c(=O)[nH]c1=O
  -7	0.8	-2	8	-26	61*	-25	3	-11
> Cc1cc([N+](=O)[O-])cc2c1NC(=O)C2(O)N1CCOCC1 (stereo unspecified)
  -1	-0.5	-5	3	-5	-5	-2	2	1
> O=C(CNC1CCCCCC1)Nc1ccccc1N1CCOCC1
  -2	0.4	-4	10	-6	-11	10	2	-8
> O=C1ON=C(c2ccccc2)/C1=C/c1cccnc1
  5	-0.4	-4	5	.	-10	7	8	-1
> COc1cc(C=CC(=O)OCC=Cc2ccc3c(c2)OCO3)cc(OC)c1OC
  -11	0.5	9	17	.	-9	7	4	-7
> COc1ccc(CCN=C2SCC(=O)N2Cc2ccccc2)cc1OC
  1	0.9	-6	4	-40	-8	7	4	-4
> Cc1ccc(SCCNC(=O)C(C)C)cc1
  22	0.1	-6	7	-13	-7	11	-2	-7
> CN1/C(=C\C(=O)c2ccccc2Cl)c2ccccc2CC1(C)C
  8	-0.1	-5	4	-29	-4	-14	3	-5
> COc1ccc(C(=O)NCCCNC(=O)c2cccnc2)cc1OC
  -14	-0.8	1	0	-2	10	12	-1	2
> CCOc1ccc(N(CC(=O)Nc2cccc(Br)c2)S(C)(=O)=O)cc1
  17	0.9	-3	13	0	-6	-4	2	-12
> O=C(COC(=O)CSc1ccc([N+](=O)[O-])cc1)NCc1cccs1
  8	2.7	1	2	2	-1	-8	2	-2
> COc1ccc(CC2NCCC3(O)CCCCC23)cc1 (stereo unspecified)
  14	0.5	-3	5	-14	-12	-4	2	-8
> CC(=O)c1ccc(OCCCC(=O)NC2CCCCC2C)cc1 (stereo unspecified)
  -6	2.0	0	-1	-5	-9	-17	2	1
> CSc1cccc(NC(=O)C2CCN(S(=O)(=O)c3ccc4c(c3)NC(=O)CO4)CC2)c1
  15	1.2	-4	-1	-14	-9	14	-1	4
> Cc1[nH]c(=S)c(C#N)c(C)c1CCC#N
  -20	-0.1	-3	3	-13	-4	-8	16	-5
> C[C@H](CO)N1C[C@H](C)[C@@H](CN(C)S(=O)(=O)c2cccs2)Oc2ccc(NC(=O)Nc3ccc4c(c3)OCO4)cc2C1=O
  -7	-0.1	-11	-23	-14	-7	11	1	41*
> Cc1cc(NC(=O)CSc2ncc(CO)n2Cc2ccc(F)cc2)no1
  -4	0.4	-3	-1	-3	-6	-10	0	12
> COc1ccc2c3c(cccc13)N(C)N=C2C
  11	-0.1	-4	-4	-16	-3	-1	12	-11
> Cc1ccnc(NC(=O)c2cc3ccccc3oc2=O)c1
  10	1.1	-6	9	-10	-14	-12	-1	-15
> Nc1nc(SCC(=O)Nc2cccc(Oc3ccccc3)c2)n[nH]1
  15	0.6	-3	2	3	-12	14	0	4
> COc1ccc2nc(NC(=O)CCN3C(=O)c4ccccc4C3=O)sc2c1
  -7	0.9	-2	3	-7	10	25	8	-1
> Cc1cccc(NC2=C(Cl)C(=O)OC2OC(C)C)c1 (stereo unspecified)
  -10	0.3	-7	-7	-13	-6	-18	7	3
> CCCCNC(=O)Cn1nc(Cc2ccncc2)c2ccccc2c1=O
  -11	0.3	0	-1	-8	-6	-14	-1	-4
> CCC(C)NC(=O)c1ccc(N2CC3CC(C2)c2cccc(=O)n2C3)c(NC(=O)c2c(F)cccc2F)c1 (stereo unspecified)
  -2	-0.5	22*	-4	.	3	-8	0	-4
> O=C(CSc1ncccc1C(=O)O)c1ccccc1
  8	-0.1	-3	8	3	-15	4	6	-11
> N/C(CS(=O)(=O)c1ccccc1)=N\OC(=O)c1ccc(F)cc1
  15	0.3	-4	6	-11	-10	-28	4	-7
> O=C(/C=C/[C@H]1O[C@@H](n2ccc(=O)[nH]c2=O)[C@H](O)[C@@H]1O)NCc1cccs1
  -2	-0.1	-1	3	.	-10	-1	0	-26
> CC(=O)Nc1cc(C(N)=O)c(Cl)cc1Cl
  7	-0.1	-2	10	-1	-3	1	9	-3
> Cc1nc(C)c(-c2ccc(SCC(=O)Nc3ccccc3)nn2)s1
  -3	12	1	-1	-14	-5	5	6	-5
> O=S1(=O)CCN(CCc2ccccc2)CC1
  11	-0.2	-3	2	.	-4	-1	1	-4
> COc1ccc(CNC(=O)COC(=O)C2CCC(C(C)(C)C)CC2)cc1 (stereo unspecified)
  21	4.5	-3	0	-22	-22	-5	4	-8
> CCOc1ccc(NC(=O)c2ccc(S(=O)(=O)N(C)C)cc2)cc1
  29	1.9	-6	11	2	-7	-6	1	-18
> O=C(CN1C(=O)COc2ccc(Cl)cc21)NC1CC1
  -3	-0.1	5	15	-2	-1	-19	2	-1
> CCOC(=O)CN1C(=O)S/C(=C/c2ccc(N3CCCCC3)o2)C1=O
  10	2.6	6	8	0	4	29	29	-29
> CC1(C)CC(=O)C2=C(C1)OC(N)=C(C#N)C2c1ccc[nH]1 (stereo unspecified)
  21	3.5	-8	-2	-12	-12	10	9	-1
> CCc1nc2c(nnn2Cc2ccc(F)cc2)c(=O)[nH]1
  6	0.3	-3	-5	-7	-5	-3	2	12
> Cc1ccc2c(c1)c1c3n2CC(=C2C(=O)OC(C)(C)OC2=O)NC3CCC1 (stereo unspecified)
  14	4.5	-3	0	-12	-10	-6	1	0
> O=C(CCC(=O)N1CCCC1)Nc1nnc(C2CCCCC2)s1
  2	0.9	-1	3	-21	4	-10	12	6

Given with each value named: entries from further up.
Nc1nc(SCC(=O)Nc2cccc(Oc3ccccc3)c2)n[nH]1
  CHO-K1 Ca PAM = 15
  M1 ag parental = 0.6
  CHRM1 agonist = -3
  CHRM1 PAM = 2
  CHO parental Ca = 3
  CHO-K1 Ca antag = -12
  TAAR1 antag = 14
  TAAR1 ag = 0
  M1 antag = 4
O=C(CNC1CCCCCC1)Nc1ccccc1N1CCOCC1
  CHO-K1 Ca PAM = -2
  M1 ag parental = 0.4
  CHRM1 agonist = -4
  CHRM1 PAM = 10
  CHO parental Ca = -6
  CHO-K1 Ca antag = -11
  TAAR1 antag = 10
  TAAR1 ag = 2
  M1 antag = -8
CC(C)CN(C(=O)COC(=O)CSc1ccccc1F)c1c(N)n(Cc2ccccc2)c(=O)[nH]c1=O
  CHO-K1 Ca PAM = -7
  M1 ag parental = 0.8
  CHRM1 agonist = -2
  CHRM1 PAM = 8
  CHO parental Ca = -26
  CHO-K1 Ca antag = 61*
  TAAR1 antag = -25
  TAAR1 ag = 3
  M1 antag = -11
Cc1nc(C)c(-c2ccc(SCC(=O)Nc3ccccc3)nn2)s1
  CHO-K1 Ca PAM = -3
  M1 ag parental = 12
  CHRM1 agonist = 1
  CHRM1 PAM = -1
  CHO parental Ca = -14
  CHO-K1 Ca antag = -5
  TAAR1 antag = 5
  TAAR1 ag = 6
  M1 antag = -5

Carrying on.
Every second line gives: CHO-K1 Ca PAM	M1 ag parental	CHRM1 agonist	CHRM1 PAM	CHO parental Ca	CHO-K1 Ca antag	TAAR1 antag	TAAR1 ag	M1 antag
> Cc1nc(/C(N)=N/OC(=O)c2ccc(Cl)cc2)c(C(F)(F)F)o1
  -19	4.8	-3	-9	-7	15	-8	1	23
> N#Cc1c(NC(=S)NC(=O)Cc2cccs2)sc2c1CCCCC2
  12	0.9	-6	-3	-14	2	5	13	6
> CC1CC(C)CN(C(=O)COc2ccc([N+](=O)[O-])cc2Cl)C1 (stereo unspecified)
  15	2.6	-3	-4	0	-13	-21	3	11
> COC(=O)c1ccc(C(=O)OC)c(NC(=O)COC(=O)C2CCCCC2)c1
  19	0.2	-3	1	-10	-2	8	1	-14
> CCOC(=O)CNC(=O)CSc1nnc(NC(=O)c2ccc(S(=O)(=O)N3CCOCC3)cc2)s1
  3	0.6	-1	1	3	2	-31	2	-3
> COC(C/C=C/[C@H](O)[C@H](C)OCc1ccccc1)OC
  20	1.3	-4	3	2	-12	-10	4	-2
> O=[N+]([O-])c1ccc(N2CCOCC2)cc1NC(c1ccccc1)c1ccccc1
  17	0.2	1	3	-32	-2	-15	-1	-5
> O=C(c1cc(S(=O)(=O)N2CCCCC2)c(Cl)cc1N1CCOCC1)N1CCOCC1
  -6	-0.3	-1	-3	-20	19	-3	-3	11
> CCN(CC(=O)Nc1cc(Cl)ccc1C)C(=O)c1cc(S(=O)(=O)N2CCCCCC2)ccc1OC
  -6	-0.3	-4	2	-6	-10	-15	0	-9
> NS(=O)(=O)c1ccc(NC(=O)c2ccc(Cl)c(S(=O)(=O)NCc3ccco3)c2)cc1
  -5	0.2	-4	-2	-7	-5	0	2	1
> CC(C)C[C@H]1CN=C(Nc2ccccc2)N1CCC1CCCCC1
  10	0.9	-5	0	-5	-5	8	44*	3
> COC(=O)CN=C1OC(=O)N2C(=O)C3=C4[C@@H](C[C@H]5C(=O)N(c6ccccc6)C(=O)[C@H]5[C@H]4[C@@]12Cc1ccccc1)[C@H]1C(=O)N(c2ccccc2)C(=O)[C@H]1[C@H]3C
  -16	0.1	-5	3	-4	2	-6	10	-3
> COCCn1c(=O)[nH]c2cc(C(=O)NC3CCCCCC3)ccc2c1=O
  -6	0.1	3	7	1	20	-17	1	-3
> COc1cccc(C=NCC(C)N=Cc2cccc(OC)c2O)c1O (stereo unspecified)
  15	-0.3	1	1	-4	-8	9	0	-13
> O=C(NNc1cc(Cl)cc(Cl)c1)c1c(F)cccc1Cl
  5	0.8	-4	-2	-17	-3	7	1	-1
